PKA-R2B activ – activators of PKA-R2B holoenzyme, primary screen, biochemical, fluorescence polarization, Cy5-IP20, human | AID 504700, 2011 | activation, % at 11.4 µM | PKA-R2B holoenzyme dissociation; R2B truncated from residue 108, S112A mutant; 0% DMSO only, 100% 113 µM cGMP | cAMP-dependent protein kinase catalytic subunit beta (Homo sapiens) + cAMP-dependent … | 0.079% of 340,000 active;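 active = activation above a cutoff set at the mean over all compounds plus 3 SD, cut at about 18% in these data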;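 note: higher means more holoenzyme dissociation and a rise in polarization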
Target sequence (P31323 whole entry, looked up, other chains not shown, the tested form may be a part): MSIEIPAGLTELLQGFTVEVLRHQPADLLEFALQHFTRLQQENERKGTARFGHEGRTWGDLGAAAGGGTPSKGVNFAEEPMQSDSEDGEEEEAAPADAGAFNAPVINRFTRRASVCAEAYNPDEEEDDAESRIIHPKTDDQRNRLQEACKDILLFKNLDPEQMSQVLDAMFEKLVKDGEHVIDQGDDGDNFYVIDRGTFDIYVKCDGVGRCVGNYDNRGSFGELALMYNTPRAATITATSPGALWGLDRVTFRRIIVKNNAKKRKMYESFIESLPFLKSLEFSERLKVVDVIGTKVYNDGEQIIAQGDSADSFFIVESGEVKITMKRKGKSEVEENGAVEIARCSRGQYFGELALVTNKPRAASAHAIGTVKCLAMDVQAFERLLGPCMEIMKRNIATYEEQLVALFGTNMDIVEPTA
PKA-R1A activ – activators of PKA-R1A holoenzyme, primary screen, biochemical, fluorescence polarization, Cy5-IP20, bovine R1A, mouse PKAc; cAMP-dependent protein kinase type I-alpha regulatory subunit (Bos taurus) + …; PKA-R1A dissociation; scaled: DMSO 0%, 113 µM cGMP 100%; activation, % at 11.4 µM; 0.083% of 340,000 active; AID 504707, 2011;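 active = percent activation above the mean of all tested compounds plus 3 SD, cut at about 19% in these data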;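 note: higher means more PKAc released from R1A so a rise in polarization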
AddAB inh – growth inhibition of E. coli expressing H. pylori AddAB, primary screen, AddAB inhibitor project, absorbance | inhibition, % at 11.9 µM | 0.29% of 330,000 active; in the data active = inhibition above about 12%;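 note: 0% = vehicle wells of infected cells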
PfHsp90 set2 – growth inhibition of PfHsp90-expressing yeast, primary screen, antimalarial PfHsp90 inhibitor project, S. cerevisiae, BacTiter-Glo luminescence, single point, set 2. 0.32% of 310,000 active. BacTiter-Glo ATP, 48 h; yeast lacking PDR1 and PDR3 efflux regulators. inhibition, % at 9.4 µM;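 active = every replicate shows inhibition above about 80%, whatever the replicate mean, limit read from the data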;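 note: 0% = DMSO neutral controls and 100% = 20 µM radicicol positive controls; yeast relying on Plasmodium falciparum Hsp90 in place of its own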
phage Ecoli inh – growth loss of phage-infected E. coli, primary screen, RecBCD inhibitor project, absorbance, with phage, HTS; inhibition, % at 11.9 µM; 0.26% of 360,000 active; in the data active = inhibition above about 11%
Ecoli viability – E. coli V3065 growth inhibition, primary screen, counter-screen for AddAB inhibitor project, absorbance, OD600 | 18 h | inhibition, % at 11.9 µM | 0.27% of 330,000 active;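 active = inhibition above the campaign's mean inhibition across all tested compounds plus 3 SD, cut at about 9.9% in these data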;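 note: uninfected addAB+ strain grown without phage in ampicillin broth; 0% = DMSO wells and 100% = ciprofloxacin 0.95 µg/ml wells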
HTR5A inv ag – HTR5A inverse agonists in luminescence cell assay, primary screen, counter-screen for OPRM1-OPRD1 heterodimer inverse agonist project, full-deck HTS | inhibition, % at 9.3 µM | 0.083% of 340,000 active | HTR5A cell line, inverse agonism; in the data active = inhibition mostly above about 23%, no sharp cut-off; inactive = mostly below about 18%;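 note: 0% = cells with DMSO and 100% = no-cell wells with DMSO; some compounds called inactive have numbers as strong as hits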
Target sequence (P47898 whole entry, looked up): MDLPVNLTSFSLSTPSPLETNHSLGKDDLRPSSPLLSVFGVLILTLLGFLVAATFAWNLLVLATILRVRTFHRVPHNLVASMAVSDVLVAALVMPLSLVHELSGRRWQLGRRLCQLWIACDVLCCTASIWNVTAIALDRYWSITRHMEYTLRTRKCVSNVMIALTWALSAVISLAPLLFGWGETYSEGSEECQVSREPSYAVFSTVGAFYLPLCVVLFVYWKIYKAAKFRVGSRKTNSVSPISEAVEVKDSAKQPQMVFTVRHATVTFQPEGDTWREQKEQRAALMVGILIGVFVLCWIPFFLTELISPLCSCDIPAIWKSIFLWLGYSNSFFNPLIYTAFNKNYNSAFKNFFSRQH
SUMO Mot1 rescue – yeast Mot1-301 growth rescue at high temperature, primary screen, SUMOylation pathway inhibitor project, S. cerevisiae, ATP luminescence, 38.5C | S. cerevisiae Mot1-301 growth rescue; percent above DMSO median, 100 means doubled | growth rescue, % at 18.8 µM | 1% of 320,000 active | AID 2716, 2010;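 active = every valid replicate shows activation above 250% relative to neutral control wells; inactive = the rest, any valid replicate at or below 250%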;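 note: OY570 slx delta 5 strain wells were the positive control but not used for scaling; some compounds called inactive have numbers as strong as hits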
Tat transport – E. coli Tat export inhibitors, primary screen, MC4100, TorA-mCherry reporter, fluorescence, single point; inhibition, % at 10 µM; 0.036% of 340,000 active; AID 488895, 2010;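 active = mean replicate inhibition at least 50% and at least half of replicates individually reaching 50%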;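 note: exported cargo escapes ClpAP degradation while cytoplasmic cargo is degraded and loses fluorescence; 0% = median of neutral control wells and 100% = median of NaSCN control wells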
MOR-DOR ag – agonists of OPRM1-OPRD1 heterodimerization, primary screen, cell-based, luminescence; Mu-type opioid receptor (Homo sapiens) + Delta-type opioid receptor (Homo sapiens), …; AID 504326, 2011; 0.3% of 340,000 active; activation, % at 9.3 µM; cells; in the data active = activation above about 18%;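 note: 0% = vehicle-treated cells and 100% = reference agonist; values of inactives mirror those of a sister screen read the other way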
OPRM1-OPRD1 inv – inverse agonists of MOR-DOR heterodimerization, primary screen, cell-based, luminescence | Mu-type opioid receptor (Homo sapiens) + Delta-type opioid receptor (Homo sapiens), … | cell-based MOR-DOR heterodimer luminescence, inverse agonism | inhibition, % at 9.3 µM | 0.21% of 340,000 active; in the data active = inhibition above about 22%, passing the limit was not always enough;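 note: 0% = cells with DMSO and 100% = wells without cells with DMSO; values of inactives mirror those of a sister screen read the other way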
* = called active by the depositor; . = not tested or not shown.

SMILES	PKA-R2B activ	PKA-R1A activ	AddAB inh	PfHsp90 set2	phage Ecoli inh	Ecoli viability	HTR5A inv ag	SUMO Mot1 rescue	Tat transport	MOR-DOR ag	OPRM1-OPRD1 inv
CCCCn1c(N)c(N(CC(C)C)C(=O)CSc2nnc(C)n2-c2ccccc2)c(=O)[nH]c1=O	-10	5	.	.	-0.1	.	4	.	-11	-0.1	0
CCC[C@@H](CN1CCC[C@H]1CN1C(N)=NC[C@@H]1Cc1ccccc1)N1C[C@@H]([C@H](C)CC)N(CCCC2CCCC2)C1=N	-8	-7	26*	17	.	22*	15	29	96*	-1.6	9
O=C(NCCCn1ccnc1)/C(=C/c1ccco1)NC(=O)c1cccs1	15	-3	2.5	-4	0.7	-1.0	-6	-18	-4	-1.1	6
Cc1cc(=O)oc2cc(NC(=O)c3ccc(OC(F)F)cc3)ccc12	-1	-4	0.7	2	0.6	-0.4	10	-2	0	-0.1	1
CC(=O)c1cc2c(cc1NC(=O)Nc1cccc(Cl)c1)OCCO2	-4	1	4.6	-19	1.3	-1.3	11	36	2	0.3	-1
CC1CCN(CC(=O)Nc2ccc(C(=O)N3CCCCC3)cc2)CC1	0	2	1.6	14	3.1	-1.1	-11	4	-8	0.2	-1
NS(=O)(=O)c1ccc(N=Nc2ccc(O)c3ncccc23)cc1	-6	-1	6.2	40	1.2	4.5	22	-29	-2	-3.5	18
CC(=O)Nc1ccc2c(COC(=O)CC3Sc4ccccc4NC3=O)cc(=O)oc2c1 (stereo unspecified)	3	7	3.5	1	3.8	-0.2	12	-1	0	-2.6	13
CCNC(=O)C(=O)NCC1CCCN1S(=O)(=O)c1cccs1 (stereo unspecified)	-11	-1	-0.1	.	4.1	2.8	-4	2	6	-2.0	10
CCOC(=O)c1sc(-c2ccc(OC)cc2)cc1NC(C)=O	5	2	.	-5	5.6	.	-5	.	4	2.5	-18
Cc1ccc(/C=N/NC(=O)c2ccc(-n3cnnn3)cc2)cc1	-1	-2	0.3	6	1.6	0.3	5	11	0	2.5	-10
O=S(=O)(Nc1ccc(Nc2ccccc2)cc1)c1ccc(F)cc1	-7	-1	4.0	-6	1.6	2.8	13	9	-3	3.7	-20
COc1ccc(OC)c(NC(=O)CSc2ncccc2C(=O)O)c1	-12	-8	3.9	0	1.0	-1.6	12	-2	0	-0.5	2
COc1ccc(C)cc1NC(=O)c1ccccc1NS(=O)(=O)c1cccc2cccnc12	7	8	1.2	-8	1.2	1.8	7	6	0	-1.4	9
Cc1ccc(N(CC(=O)NCC2CCCO2)C(=O)CCC(=O)Nc2cc(C)on2)cc1 (stereo unspecified)	0	0	2.9	-4	2.5	-0.9	-25	161	0	-1.5	9

A draw from above in order of count of non-hydrogen atoms, ascending:
SMILES	PKA-R2B activ	PKA-R1A activ	AddAB inh	PfHsp90 set2	phage Ecoli inh	Ecoli viability	HTR5A inv ag	SUMO Mot1 rescue	Tat transport	MOR-DOR ag	OPRM1-OPRD1 inv
CCNC(=O)C(=O)NCC1CCCN1S(=O)(=O)c1cccs1 (stereo unspecified)	-11	-1	-0.1	.	4.1	2.8	-4	2	6	-2.0	10
NS(=O)(=O)c1ccc(N=Nc2ccc(O)c3ncccc23)cc1	-6	-1	6.2	40	1.2	4.5	22	-29	-2	-3.5	18
CC(=O)c1cc2c(cc1NC(=O)Nc1cccc(Cl)c1)OCCO2	-4	1	4.6	-19	1.3	-1.3	11	36	2	0.3	-1

(more compounds)
SMILES	PKA-R2B activ	PKA-R1A activ	AddAB inh	PfHsp90 set2	phage Ecoli inh	Ecoli viability	HTR5A inv ag	SUMO Mot1 rescue	Tat transport	MOR-DOR ag	OPRM1-OPRD1 inv
C/C=C/Cn1cccc(C(=O)Nc2ccc(OC)cc2)c1=O	2	3	0.6	-66	2.7	1.8	4	30	8	-3.6	19
O=C(c1ccc(S(=O)(=O)Cc2ccccc2F)c([N+](=O)[O-])c1)N1CCCCCC1	-11	-5	1.2	0	5.2	1.4	-10	31	-5	1.4	-7
CC1CN(C(=O)C2CC2)C(C)CN1C(=O)C1CC1 (stereo unspecified)	-6	-13	-0.3	3	1.1	0.1	6	10	-6	-4.9	25
CC(C)COC(=O)N(C)c1ccc(C(O)(C(F)(F)F)C(F)(F)F)cc1	-5	-9	3.4	-12	4.1	-1.6	-10	-5	11	6.1	-28
O=C(c1ccccc1)N(Cc1cccs1)C1CCS(=O)(=O)C1 (stereo unspecified)	8	-14	1.7	.	3.3	-1.2	-3	16	-1	-0.8	5
CC(C)(C)c1cc(CN2CCCC(O)C2)c(O)c(C(C)(C)C)c1 (stereo unspecified)	-1	-22	1.8	1	-0.5	-0.2	-15	57	20	9.0	-48
COc1cccc(-c2ccc(SCC(=O)NCCc3ccccc3)nn2)c1	1	0	1.7	.	1.2	3.1	3	-8	-3	-1.6	8
CCN1CNC(=S)N(CCc2ccccc2)C1	0	-3	-1.0	5	2.9	-1.8	-6	-14	5	-1.9	11
O=[N+]([O-])c1ccc(CSc2nc3ccccc3o2)cc1	-8	-5	-1.2	-14	-0.5	-0.7	11	523	-3	1.1	-7
O=C(NC1CCc2ccccc21)C12CN(Cc3ccccc3)CC1C(c1cccc([N+](=O)[O-])c1)=NO2 (stereo unspecified)	7	6	0.9	-32	1.4	-1.0	-3	122	1	-0.9	6
Cc1ccc(C(=O)O/N=C(\N)Cc2ccc([N+](=O)[O-])cc2)c(Cl)c1	8	-20	-0.3	0	2.1	-1.7	-15	2	0	12	-61
CN(C)CCN1CC(C(=O)O)CC1=O (stereo unspecified)	4	-12	1.0	7	2.0	1.4	9	.	-1	-1.5	8
Cc1ccc(Cl)cc1N1CCN(S(=O)(=O)c2cc3c(cc2C)NC(=O)CO3)CC1	-5	-3	-0.7	27	1.0	0.1	-12	1	7	4.3	-24
CCN1CCN(C(=O)C2=CC(c3ccc(OC)cc3)=NS(=O)(=O)N2C)CC1	-4	-11	0.7	3	1.4	-1.1	-8	-12	-6	-0.1	1
Cc1ccc(NCc2ccc(O)c3ncccc23)cc1	9	1	1.8	-3	2.7	2.5	4	-3	-11	-2.4	14
C=CCn1c(CCNC(=O)C(C)(C)C)nc2ccccc21	1	-8	3.1	24	1.3	-1.6	-8	1	3	-3.2	17
Nc1c(Cl)cc(-c2csc(NCCc3nc4cc(Cl)c(Cl)cc4n3CCCO)n2)cc1Cl	-6	-3	3.2	6	-1.9	-0.7	8	192	1	0.0	0
Cc1nc(NC(=O)c2ccc(OCC(C)C)cc2)sc1Cc1ccc2c(c1)OCO2	-7	-9	5.0	0	2.8	1.3	13	10	13	1.8	-10
CCc1cc(=O)oc2cc(C)c(CN3CCCC3)c(O)c12	9	4	2.2	.	1.2	-1.8	-5	-28	3	-3.5	16
CCCNC(=O)CN1C(=O)NC(CCc2ccccc2)C1=O (stereo unspecified)	-7	-8	-0.8	0	5.0	-0.2	-22	.	-4	-2.1	11
O=C(Nc1nc2cc(Cl)ccc2s1)C1CCCN(S(=O)(=O)c2cccc3cccnc23)C1 (stereo unspecified)	-2	-1	3.3	-12	.	0.1	-8	301	13	5.4	-27
Cc1onc(-c2ccccc2)c1C(=O)NCCSCc1ccco1	-4	-3	1.3	17	0.1	1.0	11	-1	5	-1.5	6
Cc1cc(NS(=O)(=O)c2ccc(NC(=O)CCCOc3ccccc3C)cc2)nc(C)n1	-11	-6	2.4	-12	0.6	-0.4	-12	6	-1	-3.4	18
CCN(CC)c1ccc(/C=N/Nc2nc(C)cc(=O)[nH]2)c(O)c1	0	-1	0.9	-15	8.3	-0.4	17	-10	-3	2.4	-13
Cc1c(NC(=O)c2cc3nc(-c4ccc(Br)cc4)cc(C(F)(F)F)n3n2)c(=O)n(-c2ccccc2)n1C	-10	-9	0.5	.	3.7	-0.7	-3	0	-2	-2.7	15
CC(C)C(=O)Nc1ccc(C(=O)c2ccccc2)cc1	-4	-3	0.9	.	4.0	-0.4	-15	167	1	-3.1	14
COc1ccc2c(c1OC)CN1CCc3cc4c(cc3[C@@H]1[C@@H]2O)OCO4	10	8	4.1	.	.	0.1	-8	-13	4	-2.2	12
COCC(C)n1c(C)cc(C(=O)COC(=O)c2cc(=O)[nH]c3ccccc23)c1C (stereo unspecified)	-6	-6	-2.4	-7	0.9	-1.0	-24	-13	-6	-4.7	19
Cc1ccc(C)c(N2CCN(C(=O)c3ccc4c(c3)c(C)c(C)n4C)CC2)c1	-13	-13	2.7	14	-1.1	1.8	-18	-4	3	2.6	-14
O=c1cc[nH]c2c(Cl)cccc12	3	0	1.1	-8	2.8	1.1	5	-8	-3	-1.9	10
CC(=O)c1ccc(N2CCCCCC2)c(F)c1	-8	1	2.6	-7	1.8	1.9	1	23	1	1.2	-5
CCOC(=O)C(c1ccccc1)C(Nc1ccc(Cl)c(Cl)c1)c1ccccn1 (stereo unspecified)	.	.	6.0	4	2.5	-0.7	.	-8	-4	.	.
CCOc1ccc(NC(=O)CCn2c(=O)[nH]c3ccsc3c2=O)cc1	-6	-7	-0.6	17	2.5	-3.8	-16	5	2	-1.5	9
CN(C)c1cccc2cccc(N(C)C)c12	-8	-13	-1.8	10	1.5	-2.9	1	-11	-1	5.6	-29
COc1ccc(NC(=O)Nc2nc3c(s2)CCCC3)cc1	1	-2	2.2	23	7.8	2.2	-10	12	-1	8.2	-43
Nc1cccc2c1C(=O)N(C(=O)c1ccc(Cl)c(S(=O)(=O)N3CCCCCC3)c1)C2=O	-13	-1	2.4	-5	1.1	0.9	-32	.	6	-2.4	14
CCOc1ncccc1C(=O)OCC(=O)N1CCC(C)CC1	2	-15	1.0	-2	2.9	0.6	0	-19	-7	-1.3	5
CN(C)/C=C/C(=O)c1ccc(S(=O)c2ccccc2)cc1 (stereo unspecified)	-3	2	2.2	19	4.9	0.2	13	78	-2	-0.4	2
CCn1c(C)nc2cc(C(=O)NNC(=O)c3ccc(C)cc3)ccc21	-3	-6	0.4	-17	0.8	-0.5	6	0	-2	-2.8	11
C/C(=N\NC(=O)c1cc(O)cc(O)c1)c1ccc(NC(=O)Cc2ccccc2)cc1	5	5	2.8	.	3.2	3.4	1	-4	2	-0.9	5
COc1ccc(OC)c(NC(=O)C(C)Oc2ccc(Br)cc2)c1 (stereo unspecified)	.	.	-0.2	-3	1.6	0.9	.	5	0	.	.
O=C(c1ccc(Cl)c(S(=O)(=O)N2CCOCC2)c1)N1CCOCC1	-5	-4	3.4	16	2.1	0.6	5	-6	1	0.2	-2
CCN1CCN(c2ccc(S(=O)(=O)N3CCCCC3)cc2NC(=O)c2cccc(C(F)(F)F)c2)CC1	-13	5	-2.5	16	5.1	-2.5	2	7	4	-0.9	6
